Bioassay records from PubChem.
Ecoli viability: reduces bacterial viability in AddAB counter-screen. 0.27% of 330,000 active. E. coli V3065 growth, OD600 absorbance, 18 h. inhibition, % at 11.9 µM;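 active = inhibition above the campaign's mean inhibition across all tested compounds plus 3 SD, cut at about 9.9% in these data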;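 also: uninfected addAB+ strain grown without phage in ampicillin broth; 0% = DMSO wells and 100% = ciprofloxacin 0.95 µg/ml wells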
Tat transport: inhibitors of E. coli Tat protein transport. E. coli MC4100 TorA-mCherry Tat export, fluorescence. inhibition, % at 10 µM. 0.036% of 340,000 active;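 active = mean replicate inhibition at least 50% and at least half of replicates individually reaching 50%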;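 also: exported cargo escapes ClpAP degradation while cytoplasmic cargo is degraded and loses fluorescence; 0% = median of neutral control wells and 100% = median of NaSCN control wells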
Mot1-301 SUMO: inhibitors of SUMOylation pathway: yeast Mot1-301 growth rescue; S. cerevisiae Mot1-301 growth rescue, ATP luminescence, 38.5C; percent above DMSO median, 100 means doubled; growth rescue, % at 18.8 µM; 1% of 320,000 active;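 active = every valid replicate shows activation above 250% relative to neutral control wells; inactive = the rest, any valid replicate at or below 250%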;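 also: OY570 slx delta 5 strain wells were the positive control but not used for scaling; some compounds called inactive have numbers as strong as hits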
phage Ecoli inh: E. coli growth loss with phage present | inhibition, % at 11.9 µM | 0.26% of 360,000 active | growth absorbance; in the data active = inhibition above about 11%
DAGLB inhibitor: blocks human DAGLB lipase activity. Q8NCG7. HEK293T DAGLB membrane lysate, EnzChek fluorogenic substrate. inhibition, % at 5.17 µM. 0.059% of 340,000 active. AID 504411; in the data active = inhibition above about 34%;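 also: 0% = enzyme with vehicle and 100% = wells lacking enzyme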
Target sequence (Q8NCG7 whole entry, looked up): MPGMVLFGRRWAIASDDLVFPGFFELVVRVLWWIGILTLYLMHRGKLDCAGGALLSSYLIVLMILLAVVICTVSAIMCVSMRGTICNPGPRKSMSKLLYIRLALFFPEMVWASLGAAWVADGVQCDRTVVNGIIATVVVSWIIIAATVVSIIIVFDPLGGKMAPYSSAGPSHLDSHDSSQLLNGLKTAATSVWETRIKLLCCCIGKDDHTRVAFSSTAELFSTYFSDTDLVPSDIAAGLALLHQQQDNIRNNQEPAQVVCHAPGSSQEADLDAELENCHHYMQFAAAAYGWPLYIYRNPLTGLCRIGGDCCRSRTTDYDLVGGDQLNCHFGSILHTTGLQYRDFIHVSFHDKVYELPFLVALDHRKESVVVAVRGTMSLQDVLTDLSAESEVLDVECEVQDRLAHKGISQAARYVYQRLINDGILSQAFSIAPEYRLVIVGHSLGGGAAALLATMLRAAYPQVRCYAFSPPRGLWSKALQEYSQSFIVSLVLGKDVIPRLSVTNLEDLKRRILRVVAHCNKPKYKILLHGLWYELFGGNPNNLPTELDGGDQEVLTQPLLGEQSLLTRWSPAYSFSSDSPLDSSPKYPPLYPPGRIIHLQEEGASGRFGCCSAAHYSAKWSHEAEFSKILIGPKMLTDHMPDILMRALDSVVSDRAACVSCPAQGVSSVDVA
PKA-R2B activ: activates the human PKA-R2B holoenzyme complex; P22694+P31323; PKA-R2B holoenzyme dissociation, Cy5-IP20 fluorescence polarization; R2B truncated from residue 108, S112A mutant; 0% DMSO only, 100% 113 µM cGMP; activation, % at 11.4 µM; 0.079% of 340,000 active;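 active = activation above a cutoff set at the mean over all compounds plus 3 SD, cut at about 18% in these data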;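 also: higher means more holoenzyme dissociation and a rise in polarization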
HTR5A inv ctr: counter-screen for OPRM1-OPRD1 inverse agonists: human HTR5A inverse agonism | 0.083% of 340,000 active | inhibition, % at 9.3 µM | AID 504634 | P47898 | HTR5A cell line, luminescence; in the data active = inhibition mostly above about 23%, no sharp cut-off; inactive = mostly below about 18%;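 also: 0% = cells with DMSO and 100% = no-cell wells with DMSO; some compounds called inactive have numbers as strong as hits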
Target sequence (P47898 whole entry, looked up): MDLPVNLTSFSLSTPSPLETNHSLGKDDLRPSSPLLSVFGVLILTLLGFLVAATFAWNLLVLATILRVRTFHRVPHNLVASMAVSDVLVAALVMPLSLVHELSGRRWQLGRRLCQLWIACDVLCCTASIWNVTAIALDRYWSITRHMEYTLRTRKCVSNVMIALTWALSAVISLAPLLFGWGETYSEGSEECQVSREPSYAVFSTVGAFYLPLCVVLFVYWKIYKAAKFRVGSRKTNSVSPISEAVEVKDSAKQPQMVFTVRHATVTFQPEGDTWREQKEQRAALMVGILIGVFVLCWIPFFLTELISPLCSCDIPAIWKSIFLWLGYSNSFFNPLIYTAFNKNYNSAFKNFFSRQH
AddAB inh: less growth of phage-infected E. coli with AddAB; inhibition, % at 11.9 µM; 0.29% of 330,000 active; E. coli expressing H. pylori AddAB, absorbance growth; in the data active = inhibition above about 12%;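 also: 0% = vehicle wells of infected cells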
CDK5 inh: inhibitors of human CDK5/p35 kinase; 0.01% of 330,000 active; Recombinant CDK5/p35, ADP-Glo luminescence, 60 min; Q00535+Q15078; inhibition, % at 10 µM;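 active = highest replicate inhibition of at least 50% and at least 75% of replicates reaching 50%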;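 also: plate controls were DMSO neutral control for no effect and GW8510 at 10 µM for full effect; many of its hits are not listed in these tables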
HTR5A ag ctr: activates human HTR5A in OPRM1-OPRD1 agonist counter-screen; 0.61% of 340,000 active; activation, % at 9.3 µM; AID 504692; P47898; HTR5A agonist assay, luminescence, cell-based; in the data active = activation mostly above about 9.5%, no sharp cut-off; inactive = mostly below about 7.6%;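 also: 0% = cells with vehicle only and 100% = reference agonist; strong numbers were not always called active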
PKA-R1A activ: activators of PKA-R1A complex; PKA-R1A dissociation, Cy5-IP20 fluorescence polarization; scaled: DMSO 0%, 113 µM cGMP 100%; AID 504707; activation, % at 11.4 µM; 0.083% of 340,000 active;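 active = percent activation above the mean of all tested compounds plus 3 SD, cut at about 19% in these data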;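 also: higher means more PKAc released from R1A so a rise in polarization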
* = called active by the depositor; nt = no result given.

SMILES	Ecoli viability	Tat transport	Mot1-301 SUMO	phage Ecoli inh	DAGLB inhibitor	PKA-R2B activ	HTR5A inv ctr	AddAB inh	CDK5 inh	HTR5A ag ctr	PKA-R1A activ
Cc1nc(SCC(=O)N2CCOCC2)c2c3c(sc2n1)CCC3	-1.4	-4.9	17.4	3.6	-1.3	-7.4	-7.6	-2.5	-1.9	1.9	-13.5
CCOc1cc(CNn2c(C)nnc2SCC(=O)NC(C)(C)C)ccc1OCC(=O)NC(C)(C)C	2.2	1.4	60.0	5.0	0.0	4.1	5.6	4.8	-1.5	6.6	-8.2
CN1CCN(c2ccc(S(=O)(=O)N3CCCCC3)cc2NC(=O)c2ccc3ccccc3c2)CC1	1.7	11.5	-2.8	3.4	-4.0	-0.5	-1.8	0.2	-0.2	0.7	-4.9
Cc1ccc(C2CC(c3cccc(C)c3)n3nc(N)nc3N2)cc1 (stereo unspecified)	0.5	12.3	21.8	-0.5	1.2	-4.6	4.6	5.6	-8.5	-1.7	6.3
Cc1cc(=O)n2c(sc3ccccc32)c1C#N	2.1	3.7	-30.3	4.1	1.1	-10.6	-13.6	1.3	-3.1	4.8	1.1
COc1cccc(/C=N\NC(=O)C2=NNC(=O)C2C)c1O (stereo unspecified)	-0.9	-1.0	8.3	-0.6	1.7	3.9	3.2	-0.4	-4.3	-1.2	7.5
CC(C)(C)C(=O)Nc1cccc(S(=O)(=O)NC2=NCCC2)c1	-0.7	-8.9	-17.0	-0.2	-0.3	-7.1	-21.1	3.8	-0.2	-4.8	-9.1
COC(=O)C1=C(C)NC(=O)C1(NC(=O)c1ccncc1)C(F)(F)F (stereo unspecified)	-2.9	1.0	-13.7	3.2	1.0	-4.2	6.0	-0.2	-0.3	-2.3	0.2
Nc1ccc(N2CCOCC2)cc1C(F)(F)F	0.1	-2.4	183.8	2.8	2.7	16.3	-24.5	1.8	1.2	2.0	6.1
COc1ccccc1N1CCN(/N=C/c2cccc(Cl)c2)CC1	-0.1	7.2	50.0	3.5	-4.3	-1.9	-12.5	1.0	0.7	3.3	-1.8
O=C(OCCOCCN=C1NS(=O)(=O)c2ccccc21)c1ccc(F)cc1	1.9	-3.4	11.8	2.5	-2.4	-0.9	-11.9	1.5	-2.1	5.7	-3.1
COc1cccc(NC(=O)COc2cccc(-n3cnnn3)c2)c1	-0.3	1.0	-15.7	3.1	1.4	-5.5	-20.7	-2.6	1.3	1.3	-6.3
c1ccc(C[n+]2cccc(-c3ccccc3)c2)cc1	1.7	3.4	8.8	4.0	-1.1	-2.3	30.4	3.3	-1.4	0.3	-4.1
NS(=O)(=O)c1ccc(CCNC(=O)c2ccc3c(c2)OCO3)cc1	-2.5	0.5	125.7	-1.8	0.9	-0.2	15.9	3.9	-2.4	-5.6	3.4
CC1=CC(=O)C(C(C)C)=C/C1=N/OS(=O)(=O)c1ccccc1	-1.1	-2.2	390.0*	-1.8	-1.7	-18.4	-63.7	-2.3	-1.2	30.4*	3.7
CC1CCc2sc(C(=O)NNC(=O)c3ccncc3)cc2C1 (stereo unspecified)	0.7	16.6	96.0	6.1	0.0	-0.5	7.3	2.8	0.0	-2.4	-6.5
O=C(CCc1c[nH]c2ccccc12)NCC1CCCO1 (stereo unspecified)	-0.1	-3.9	-2.3	2.9	-1.6	-3.4	15.2	2.6	-0.4	-2.4	-3.7
CCN(CC)S(=O)(=O)N1CCC(C(=O)NC(C)CCc2ccccc2)CC1 (stereo unspecified)	0.2	1.3	-5.6	0.0	-1.2	-4.5	0.0	1.8	0.6	2.6	1.1
Cc1ccccc1-c1nc(Cc2ccc(Cl)cc2)no1	-1.9	2.2	29.3	2.8	-14.6	19.3*	-18.0	1.1	0.2	4.5	-2.1
CCOc1ccc(OCCC(=O)NNC(=O)c2ccccc2Cl)cc1	1.1	-7.7	-11.9	0.5	3.1	-8.8	13.6	0.3	0.5	0.0	1.8
COc1cccc(-c2cc(C(=O)NN3CCOCC3)c3ccccc3n2)c1	0.9	-2.6	-20.7	2.5	-0.7	-0.8	10.3	1.1	nt	-0.5	-8.2
Cc1ccc2c(c1)N(C(=O)CCC(=O)N1CCOCC1)CCO2	0.6	-6.5	23.5	3.6	1.0	-12.0	0.3	-0.2	0.0	-0.1	-4.2
O=C(COC(=O)Cc1ccc(Br)cc1)NCC1CCCCC1	-1.1	-5.5	166.9	0.8	-2.3	-6.4	17.0	-1.3	-2.6	-1.1	-12.3
C=CCn1c(OCc2ccccc2)n[nH]c1=S	1.3	7.6	8.9	3.9	0.6	8.1	1.1	1.1	1.0	-0.3	-4.0
O=C(O)CNS(=O)(=O)c1c(Cl)cccc1Cl	-0.7	2.2	-3.2	1.0	0.2	9.7	8.3	-0.3	-3.9	11.5	-7.1
Cc1ccc(NC(=O)CCc2nnc(SCC(=O)Nc3ccccc3C)n2C)cc1Cl	-3.9	-5.1	2.5	0.3	1.1	7.2	-4.2	-2.3	-13.4	1.6	4.9
CC(=O)c1cc(F)c(N2CCN(C(=O)COc3ccc(F)cc3)CC2)cc1C	-2.6	5.7	-3.5	0.2	1.1	2.4	-1.5	1.9	-0.2	-0.6	-2.1
O=C(COc1cccc2cccnc12)Nc1nccs1	-2.9	-4.7	-10.4	-0.2	-1.6	-0.4	-5.5	-1.4	-0.8	-2.7	1.8
CC(=O)N1CCN=C1SCc1ccc(C)cc1	1.1	2.0	-4.9	2.9	-1.1	-6.6	2.7	6.1	3.3	-0.9	-1.9
CCOC(=O)c1c(-c2ccccc2)csc1NC(=O)C(C)NCc1ccco1 (stereo unspecified)	-0.1	19.2	36.4	2.3	-10.4	6.6	7.2	0.5	-0.5	-2.8	-8.0
CCOC(=O)c1ccc(N(C(=O)CNC(=O)c2ccco2)C(C(=O)NCC2CCCO2)c2ccc(OC)c(OC)c2)cc1 (stereo unspecified)	-1.7	-5.9	-15.5	3.0	-0.5	19.3*	-11.6	-0.8	-0.1	-0.2	7.1
CCOC(=O)C1CCN(CCC(=O)Nc2ccc(F)cc2)CC1	-3.9	0.0	-13.5	4.2	1.9	-5.4	0.6	0.0	-0.4	-0.2	6.1
CC1CCCC(C)N1C(=O)COC(=O)CCC(=O)c1cccs1 (stereo unspecified)	0.1	0.3	25.3	2.7	0.1	3.3	-18.6	-0.9	1.4	4.8	-10.4
CCC(=O)N1CC2(C)CN(C(=O)CC)CC(C)(C1)C2	-1.3	-0.4	12.5	2.7	-0.2	6.6	11.8	-0.9	-2.8	4.9	-7.4
COC(=O)c1ccc(S(=O)(=O)NCc2ccccc2)n1C	-2.4	2.3	4.7	2.8	-0.6	3.3	12.3	1.0	0.4	-0.3	-5.5
CCC1(CC)NC(=O)N(CC(=O)OCC(=O)Nc2ncc(Cl)cc2Cl)C1=O	-1.6	1.8	-1.7	2.9	1.5	6.5	-6.0	-1.9	-0.9	2.0	8.7
Cc1ccc(C)n1NC(=O)c1ccccc1	-0.3	2.0	1.5	1.9	1.0	-8.3	-10.8	-0.2	1.1	0.3	-2.5
COc1ccc(C)cc1NC(=O)C(c1ccccc1)N1CCN(CC(=O)N2CCOCC2)CC1 (stereo unspecified)	nt	2.6	nt	2.6	-1.7	-9.2	-14.0	nt	-3.1	5.7	7.7
Cc1cc(C)c(C(=O)c2ccc(C(=O)N(C(C)C)C(C)C)cc2)c(C)c1	0.4	4.6	-5.4	0.2	-11.9	-10.0	-33.8	3.0	-0.1	-0.6	-1.3
Cn1c(=O)[nH]c(=O)c2c1nc(N1CCCCC1)n2CC(O)CN1CCCCC1 (stereo unspecified)	-3.1	3.1	-6.3	0.5	2.1	10.6	-8.8	0.2	-0.9	0.7	-8.9
COc1ccc2nc(C3CCCCC3)nc(C3CCCCC3)c2c1	-0.9	6.7	179.1	2.2	-3.9	-5.6	-3.9	-1.0	-8.6	1.5	-8.6
O=c1c2ccccc2nc(/C=C/c2ccc3c(c2)OCO3)n1CCCO	nt	11.5	nt	nt	-0.2	-15.4	2.6	nt	0.3	-1.1	1.5
CCOC(=O)C1CCN(C(=O)C2CCN(c3nnc(-n4cccc4)s3)CC2)CC1	-0.8	-5.4	-4.6	0.8	-7.4	2.2	-1.3	2.8	nt	8.1	-7.5
O=C(COC(=O)c1cccc(S(=O)(=O)N2CCOCC2)c1)c1ccccc1	-0.9	-6.6	2.0	-0.2	-2.8	-7.3	-1.5	2.2	-1.5	5.6	-11.4
CCN1C(=O)C2C(c3cccc(F)c3)NC(C)(C(=O)OC)C2C1=O (stereo unspecified)	-2.0	1.5	-4.6	0.8	-1.2	-9.7	-0.8	3.3	0.7	0.3	-13.7
CC(=O)NCC(=O)NC1CCCc2c1cnn2-c1ccc(C(C)(C)C)cc1 (stereo unspecified)	1.1	8.1	-15.8	3.0	-1.9	-2.4	2.2	-0.1	-5.4	3.4	10.5
O=C1C2C3C=CC(C4CC34)C2C(=O)N1/N=C/c1ccc([N+](=O)[O-])o1 (stereo unspecified)	3.4	-4.4	-13.0	6.6	-2.2	-10.2	-5.5	7.4	-0.4	2.1	1.5
N=C1C(c2ccccc2)=C(O)CN1c1cccc(S(=O)(=O)N2CCCCC2)c1	1.0	-8.0	-16.4	2.8	0.8	-16.8	-0.6	-0.7	-0.9	0.2	-6.0
CCNC(=O)N(CC)C[C@H]1N[C@@](Cc2ccccc2)(C(=O)OC)[C@H]2C(=O)N(C)C(=O)[C@@H]12	0.5	-0.5	7.2	0.9	-1.8	-1.0	-13.4	4.9	-2.8	3.6	10.4
Cn1c(/C=N/NC(=O)c2ccccc2Br)nc2ccccc21	-1.1	-1.1	2.2	-2.2	1.4	-2.9	5.0	-0.5	-1.0	-1.2	5.7
CC1CN(CCCOc2ccc([N+](=O)[O-])cc2)CC(C)O1 (stereo unspecified)	1.0	-5.3	463.4*	3.3	-6.9	-8.4	18.8	3.5	-0.7	-5.5	-22.0
O=C(OCCN1CCOCC1)c1ccccc1	0.6	4.4	1.6	-0.8	-1.1	2.9	-17.3	2.0	-0.9	4.7	4.3

Random draw from the library. About 2.3% of those tested had a hit in this group.
